Screening results deposited in PubChem by National Center for Advancing Translational Sciences (NCATS).
hERG WT inh: blocks the wildtype human KCNH2 potassium channel; 0.37% of 340,000 active; activity change, % at 1.84 µM; U2OS, BacMam KCNH2, thallium flux FluxOr; active compounds read low; AID 720551;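 active = maximum activity change below -70%; inconclusive = maximum activity change between -70% and -50%; inactive = maximum activity change above -50%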
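U2OS cells transduced with wild-type KCNH2 virus are loaded with FluxOr dye for 45 min, and thallium flux is measured in kinetic reads before and after stimulation buffer. Rate constants are normalized to DMSO controls.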
PKM2 act: increases activity of human pyruvate kinase M2. P14618. purified PKM2, Kinase-Glo ATP luminescence, activation; response scale: 0% is enzyme alone, no compound. Potency, µM (doses to about 57.5 µM), for inactives: top-dose activation, hits mostly activators. 0.34% of 260,000 active. AID 1631; also: potency is read from the fitted curve at half-maximal effect; nearly all actives have a fitted effect of over 55% in size
Target sequence (P14618 whole entry, looked up): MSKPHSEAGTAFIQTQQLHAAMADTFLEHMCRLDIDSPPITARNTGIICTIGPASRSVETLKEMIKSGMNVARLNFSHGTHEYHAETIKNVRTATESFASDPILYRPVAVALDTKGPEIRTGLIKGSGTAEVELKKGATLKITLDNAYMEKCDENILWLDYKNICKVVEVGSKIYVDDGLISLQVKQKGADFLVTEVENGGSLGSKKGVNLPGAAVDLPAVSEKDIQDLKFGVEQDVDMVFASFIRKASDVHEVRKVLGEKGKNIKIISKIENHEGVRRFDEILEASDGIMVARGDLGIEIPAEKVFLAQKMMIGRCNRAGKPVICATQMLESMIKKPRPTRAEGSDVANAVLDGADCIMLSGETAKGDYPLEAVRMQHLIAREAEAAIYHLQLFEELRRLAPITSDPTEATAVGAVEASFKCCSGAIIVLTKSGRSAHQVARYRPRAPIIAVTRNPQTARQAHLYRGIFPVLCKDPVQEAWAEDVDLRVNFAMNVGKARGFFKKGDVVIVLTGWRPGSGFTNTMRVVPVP
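Kinase-Glo luminescence reports ATP generated from ADP (0.1 mM) and PEP (0.5 mM) by purified hPK-M2 after 1 h at room temperature, pH 7.2 imidazole buffer; intermediate enzyme activity allows detecting inhibitors and activators.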
Chronic BCR inh: inhibitors of chronic active B-cell receptor signaling | 0.05% of 340,000 active | AID 493014 | Potency, µM (titrated, usually from 46.1 µM), for inactives: top-dose ratio change, negative = lower green/red ratio, usual class: inhibitors | ABC-DLBCL IkBa-CBG/CBR reporter, luminescence ratio, 4 h; active = well fitted inhibition curve with a large enough effect in the signal ratio, with a control signal flat, not every such curve was filed as active; inconclusive = small, poorly fitted or top-dose-only effect, or effect the other way, or a change in a side signal; the % refers to the signal ratio;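 also: potency is read from the fitted curve at half-maximal effect; plate controls were basal doxycycline-induced cells for no effect and cells given 10 µM MG132 for full effect; MG132 reads +100%, hits lower the ratio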
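Doxycycline induced both beetle luciferases in TMD8 lymphoma cells; IKK-driven degradation limits the IkappaBalpha-fused green signal, while red luminescence normalises for cell number and nonspecific effects. Compounds tested up to 46 uM, 4 hrs.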
FBPA coupling cs: counter-screen for Giardia aldolase inhibitors: coupling enzyme system; coupling enzyme system counterscreen, AmpLite Red fluorescence; activity change, negative = inhibition, % at 58.2 µM, hits read low; 0.67% of 290,000 active; in the data active = activity change below about -30%
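Compounds tested against the coupling enzymes alone at 57.5 uM final; readout was AmpLite Red fluorescence (525/598 nm) after 20 min at RT.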
GALK inhibitor: galactokinase (human) inhibition; P51570; Purified GALK, Kinase-Glo residual ATP luminescence; 0.007% of 270,000 active; Potency, µM (top dose mostly 57.5 µM), inactives show top-dose activity change, negative = inhibition, actives largely listed as inhibitors; also: potency is read from the fitted curve at half-maximal effect
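Luminescence from leftover ATP (Ultra-Glo luciferase/luciferin) served as read-out after a 1 h room-temperature reaction of 5 nM GALK with 35 uM ATP and 100 uM galactose.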
USP2a block: USP2a (human) protease inhibition; O75604; USP2 core, Ub-CHOP2 coupled fluorogenic reporter, 485/531; Potency, µM (top dose mostly 38.3 µM), for the others: at the highest dose activity change, negative = inhibition, usual class: inhibitors; 0.01% of 330,000 active; AID 463254;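 also: potency is read from the fitted curve at half-maximal effect; plate controls were DMSO wells for no effect and full inhibition by NEM control for full effect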
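Cell-free coupled assay: 10nM USP2 core preincubated 30min RT with compound in Tris-HCl pH 8.0/CaCl2/CHAPS buffer, then 25nM Ub-CHOP2 and 25nM reporter substrate; fluorescence (Ex 485/Em 531) read after 60min RT, normalized to NEM inhibition, concentration-response curves fitted.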
KCNH2 3.1 block: inhibitors of human KCNH2 3.1 potassium channel isoform; activity change, % (tested at about 1.8 µM); 0.95% of 340,000 active; AID 720553; U2OS KCNH2 3.1, thallium flux FluxOr; active compounds read low;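 active = maximum activity change below -70%; inconclusive = maximum activity change from -70% to -50%; inactive = maximum activity change above -50%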;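 also: thallium influx rate constant from kinetic fluorescence after stimulation buffer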
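U2OS cells transduced with KCNH2 3.1 mutant virus (1.77 x 10^8 /mL, 4 h), plated overnight at 37 C, loaded 45 min with FluxOr dye plus Red40 quencher. Thallium flux rate constant from kinetic reads after stimulation buffer, normalised to controls.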
Eya2 phos inh: blocks the phosphatase activity of human Eya2. 0.006% of 330,000 active. Potency, µM (series often up to 76.9 µM), without a hit: top-dose activity, negative = inhibition, most hits filed as inhibitors. O00167. recombinant Eya2, OMFP fluorescence dephosphorylation (OMFP is methylfluorescein phosphate); also: potency is read from the fitted curve at half-maximal effect
Target sequence (O00167 whole entry, looked up): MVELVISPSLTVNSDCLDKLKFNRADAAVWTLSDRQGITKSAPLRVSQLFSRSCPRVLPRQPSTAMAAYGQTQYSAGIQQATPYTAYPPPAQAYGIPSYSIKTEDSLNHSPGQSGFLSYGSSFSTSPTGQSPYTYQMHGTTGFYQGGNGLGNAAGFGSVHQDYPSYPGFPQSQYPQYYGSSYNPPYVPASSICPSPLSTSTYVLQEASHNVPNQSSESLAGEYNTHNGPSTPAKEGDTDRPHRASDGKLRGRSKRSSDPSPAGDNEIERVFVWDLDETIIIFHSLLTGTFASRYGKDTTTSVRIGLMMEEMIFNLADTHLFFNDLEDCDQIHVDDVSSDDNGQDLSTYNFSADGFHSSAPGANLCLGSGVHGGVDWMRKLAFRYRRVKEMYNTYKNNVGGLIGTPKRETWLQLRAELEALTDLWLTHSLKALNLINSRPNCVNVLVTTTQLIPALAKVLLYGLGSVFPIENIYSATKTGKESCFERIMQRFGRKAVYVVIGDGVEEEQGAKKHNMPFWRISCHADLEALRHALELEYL
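Eya2 protein (added as 0.2 uM solution) was preincubated with compound for 10 min at ambient temperature in 50 mM HEPES pH 7.5, 50 mM NaCl, 5 uM MgCl2, 0.05% BSA, 1 mM DTT. OMFP (added at 50 uM) then reacted 10 min; fluorescence read at 485/525 nm.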
uPA surface inh: cell surface uPA generation inhibition | Potency, µM (doses to about 38.3 µM), for inactives: at the top dose activity change, negative = inhibition, usual class: inhibitors | 0.31% of 330,000 active | cell surface uPA generation assay, qHTS | AID 540303; active = well fitted inhibition curve with a large enough effect; inconclusive = small, poorly fitted or top-dose-only effect; inactive = no such curve, though single readings can be large or run the other way; tested in mouse RAW 264.7 cells; also: potency is read from the fitted curve at half-maximal effect; nearly all actives have a fitted effect of over 55% in size
B2AR arrestin: beta2AR (human) beta-arrestin recruitment activity. beta-arrestin recruitment to beta2AR, cell-based reporter. Potency, µM (top dose mostly 46.1 µM), inactives show at the top dose activation, hits mostly activators. 0.02% of 330,000 active. AID 492947;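 also: potency is read from the fitted curve at half-maximal effect; 0% = DMSO controls and full agonism = EC100 isoproterenol or metaproterenol; nearly all actives have a fitted effect of over 65% in size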
Giardia kill: kills Giardia lamblia | Giardia lamblia trophozoite viability | activity change, % at 7.66 µM, hits read low | 0.15% of 340,000 active; in the data active = activity change below about -80%; inconclusive = between about -30% and that limit;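 also: parasites exposed to compound for two days anaerobically before the ATP read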
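Trophozoite viability was measured as ATP-dependent luminescence, read 15-30 min after reagent addition. Before that, parasites at 100 cells/well were exposed to compounds for 48 h, anaerobically, at 37 deg C.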
* = called active by the depositor; u = inconclusive; x = no result given. Unless noted, calls follow the shape of the dose curve; as a rule, active = well fitted curve in the direction sought with a large enough effect; inconclusive = small, poorly fitted or top-dose-only effect, or another doubt; inactive = no such curve, though single readings can be large; an effect the other way counts as inactive or inconclusive. Unless noted, % is scaled to controls: 0 for no effect and ±100 for the full control effect.

SMILES	hERG WT inh	PKM2 act	Chronic BCR inh	FBPA coupling cs	GALK inhibitor	USP2a block	KCNH2 3.1 block	Eya2 phos inh	uPA surface inh	B2AR arrestin	Giardia kill
CCC(=O)N(C)C(c1ccccc1Cl)c1nnnn1-c1c(C)cccc1C (configuration not stated)	-3.9	-10.4%	u	4.3	-1.3%	-0.1%	-3.7	4.8%	5.8%	4.1%	13.1
COc1ccc(N2CCN(CC(O)c3c[nH]c4ccc(OC)cc34)CC2C)cc1 (configuration not stated)	8.9	-13.8%	u	-1.5	2.6%	-5.8%	7.9	-11.4%	-7.5%	-0.5%	19.2
Cc1ccccc1C(=O)Nc1ccccc1-n1cccc1	10.5	-4.4%	6.9%	-0.3	-3.8%	1.1%	1.5	-3.1%	5.1%	0.2%	24.1
Cc1ccc(C)c(OCC(=O)NCC(C)(C)N2CCOCC2)c1	10.1	x	u	x	x	0.5%	-13.2	-18.8%	-2.6%	0.1%	-3.4
COc1ccc(OC)c(/C=N\NC(=O)c2ccc(=O)n(C)c2)c1	7.6	13.9%	-18.7%	3.9	1.1%	4.7%	15.4	6.7%	-3.3%	-0.4%	9.6
Cc1ccc(-c2noc(CCC(=O)Nc3ccccc3N3CCN(C)CC3)n2)cc1	26.1	-1.8%	2.1%	1.9	-0.8%	-0.1%	-30.3	8.4%	-3.5%	-0.1%	-3.7
CC1CCN(S(=O)(=O)c2ccc(NC(=O)N3c4ccccc4Sc4ccccc43)cc2)CC1	-18.0	-1.0%	1.5%	-2.3	-1.1%	-0.2%	-25.1	-23.4%	1.8%	-0.1%	9.2
CCc1ccc(C(=O)C(C)OC(=O)Cn2cnc3c2c(=O)n(C)c(=O)n3C)cc1 (configuration not stated)	35.1	x	8.1%	x	x	0.8%	-6.0	-7.0%	1.5%	0.0%	1.0
CSCCC(NC(=O)c1ccc([N+](=O)[O-])cc1Cl)C(=O)OCC(=O)NC(=O)CN1CCCC1=O (configuration not stated)	17.4	x	-0.8%	x	x	1.4%	14.0	-8.5%	-4.7%	-0.1%	-12.2
Cc1oc(C(C)(C)C)c(CN2CCOCC2)c1C(=O)O	0.1	-5.8%	10.9%	-2.1	-2.7%	3.5%	0.3	1.2%	-0.9%	-0.4%	-15.1
Cc1ccc(-c2nc3ccccc3c(=O)n2NC(=O)c2cccs2)cc1	-4.2	-12.2%	0.8%	1.9	2.0%	2.4%	13.9	0.9%	1.5%	-1.9%	0.7
COC(=O)Cn1cnc2c(nnn2-c2ccc(F)cc2)c1=O	6.2	-3.1%	-13.7%	0.1	x	0.6%	24.9	-7.2%	-6.4%	-0.7%	12.7
Cc1cc(C)nc(N/N=C/c2ccccc2OCc2ccc(Cl)cc2)n1	-13.7	-0.7%	u	-0.4	2.7%	4.1%	-19.4	-3.2%	1.6%	-0.7%	4.5
CN(C)CCCCOc1ccc(Br)cc1Cl	17.7	-4.5%	-0.4%	-0.1	0.6%	3.7%	1.4	-1.9%	0.2%	-0.5%	-10.8
C=CCNC(=O)c1ccncc1	-3.7	0.7%	2.5%	0.0	4.9%	-1.1%	3.9	-3.0%	4.3%	0.0%	-7.3
CCOC1=C/C(=C/c2c(N)n3nc(S(=O)(=O)CC)sc3nc2=O)C=CC1=O	x	-0.3%	-0.8%	5.5	-4.8%	1.1%	-0.9	13.4%	0.5%	0.2%	-17.1
O=C(CCS(=O)(=O)c1ccc2c(c1)NC(=O)CO2)NCCc1ccc(Cl)cc1	-0.6	x	1.7%	0.2	-4.8%	3.0%	28.8	-3.5%	-1.2%	-0.4%	16.3
COc1ccc(N(CC(=O)N2CCN(c3cccc(C)c3)C(C)C2)S(=O)(=O)c2c(C)n[nH]c2C)cc1 (configuration not stated)	-21.4	-0.9%	u	0.7	0.7%	1.1%	9.2	3.0%	-7.7%	0.2%	-9.0
O=C(COC(=O)c1ccc[nH]c1=O)NCC12CC3CC(CC(C3)C1)C2	-0.5	x	-3.6%	x	x	0.5%	16.1	4.9%	-7.7%	0.3%	-9.9
COc1ccccc1N1C(=O)CC1(C#N)c1ccc(OCc2ccccc2)cc1 (configuration not stated)	-9.8	-0.3%	u	0.2	3.1%	2.8%	-4.4	-1.9%	-2.6%	0.1%	2.7
O=C(CCSCc1ccccc1F)NCc1cccnc1	-25.5	-4.7%	-2.5%	-1.4	-0.7%	2.4%	7.4	-6.4%	5.1%	-0.1%	-4.4
O=C(CCC(=O)n1ncc2ccccc21)NCc1ccc(F)cc1	8.8	7.5%	2.4%	0.8	x	3.0%	12.7	7.3%	-3.1%	-0.1%	-1.1
CCCCNC(=O)c1ccc(N2CCOCC2)c(NS(=O)(=O)c2ccc(OC)cc2)c1	-2.2	-9.3%	1.5%	-1.5	-2.5%	-1.1%	-12.3	-1.1%	x	0.3%	4.5
COC(=O)CN1C(=O)[C@H]2[C@@H](/C=C/c3ccccc3)N3C(=O)CN(Cc4ccc(-c5ccccc5)cc4)C(=O)[C@@]3(C)[C@H]2C1=O	-23.1	x	-4.0%	x	x	1.0%	4.6	-41.7%	5.1%	-0.1%	1.8
COC(=O)Nc1ccc(S(=O)(=O)NCc2ccccn2)cc1	3.3	2.3%	u	-0.5	-2.2%	1.0%	-1.1	5.9%	-2.7%	0.0%	-0.2
CCOC(=O)C1(CC2CCCCO2)CCN(Cc2nc3ccccc3nc2C)CC1 (configuration not stated)	12.4	-0.9%	-16.2%	3.7	2.7%	1.8%	-27.4	0.9%	-4.1%	-1.1%	0.6
CC1CC(C)CN(C(=O)CN(C)S(=O)(=O)c2ccc3c(c2)c(=O)n(C)c(=O)n3C)C1 (configuration not stated)	1.7	x	2.6%	x	-4.6%	2.1%	7.6	3.3%	-1.6%	0.3%	-14.3
S=C1CCC(c2ccc(Cl)cc2)=NN1c1ccccc1	2.4	1.5%	u	-0.5	4.8%	0.8%	-3.0	10.1%	-0.9%	-0.3%	1.2
COc1ccccc1-n1c(SCC(=O)Nc2ccc(F)cc2)nc2c(c1=O)SCC2	-1.6	-1.5%	u	-2.8	-1.6%	1.2%	-12.4	6.6%	10.5%	0.4%	-4.6
CC(=O)Nc1ccc(Nc2nc3ccccc3nc2NS(=O)(=O)c2ccccc2)cc1	2.1	4.0%	-2.9%	3.5	2.4%	0.6%	-11.3	13.6%	-1.0%	-0.1%	-1.9
CCCOc1ccc(CCC(=O)N/N=C/c2ccco2)cc1	0.6	13.0%	1.7%	-1.4	0.7%	0.2%	-7.0	-6.2%	7.0%	-0.7%	18.1
C[C@H](NC(=O)c1nc[nH]c1C(=O)NC(c1ccccc1)c1ccccc1)C(=O)OCc1ccccc1	8.2	-1.7%	-2.0%	-3.6	2.9%	-20.0%	-6.1	-22.0%	-11.3%	0.4%	-2.0
CCCCN1C2CCCC1CC(NC(=O)c1ccccc1Cl)C2 (configuration not stated)	22.9	0.0%	3.0%	1.3	0.0%	1.2%	2.9	13.6%	7.2%	0.5%	10.0
O=C(O)c1ccc(-c2noc(-c3cccc(Cl)c3)n2)cc1	x	x	x	x	x	5.7%	x	6.7%	6.3%	0.1%	-0.8
Cc1ccc(-c2cnc(SCC(=O)N3CCCc4ccccc43)n2C)cc1	11.6	3.0%	2.7%	0.2	0.3%	-1.1%	4.5	1.6%	-1.3%	0.2%	17.0
CC(C)(C)S(=O)(=O)c1nc2ccccc2s1	-1.7	-0.5%	-7.7%	-3.1	x	1.6%	12.5	6.8%	-3.1%	-0.2%	15.3
COc1ccc(CNc2c(CO)cnc3c2cnn3C)cc1	-3.8	2.1%	-0.9%	0.3	-1.5%	-0.9%	-10.3	-2.8%	-2.9%	-0.2%	-6.8
O=C(COC(=O)c1cccc(S(=O)(=O)N2CCc3ccccc32)c1)Nc1ncc(C(F)(F)F)cc1Cl	-2.3	6.1%	-0.3%	0.8	1.1%	1.8%	-6.5	2.4%	5.0%	-0.7%	14.0
N#CCSC1=Nc2ccccc2C2=NC(CCC(=O)N3CCN(c4ccccc4)CC3)C(=O)N12 (configuration not stated)	8.3	0.6%	2.3%	-4.0	2.0%	-6.1%	-18.5	4.9%	0.0%	0.0%	4.3

Only hERG WT inh and PKM2 act (2 entries from above):
SMILES,hERG WT inh,PKM2 act
CC(=O)Nc1ccc(Nc2nc3ccccc3nc2NS(=O)(=O)c2ccccc2)cc1,2.1,4.0%
N#CCSC1=Nc2ccccc2C2=NC(CCC(=O)N3CCN(c4ccccc4)CC3)C(=O)N12 (configuration not stated),8.3,0.6%
